# SENP6 block: SENP6 protease inhibitors, primary screen, biochemical, luminescence, uHTS | 330,000 compounds, 1.8% hits | inhibition, % at 10 µM | Recombinant SENP6 catalytic domain, aminoluciferin luminescence | Sentrin-specific protease 6 (Homo sapiens), Q9GZR1;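 active = inhibition above about 50% at the single tested dose, limit read from the data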;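 also: plate controls were DMSO wells with enzyme for no effect and DMSO wells lacking enzyme for full effect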
# HKDC1 inh: HKDC1 hexokinase inhibitors, primary screen, biochemical, fluorescence, uHTS. Q2TB90. recombinant HKDC1, G6PDH/diaphorase resazurin coupled fluorescence. inhibition, % at 20 µM. 340,000 compounds, 0.16% hits. AID 493160, 2011;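 active = inhibition above about 35% when tested at 20 µM, limit read from the data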;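 also: plate controls were DMSO wells with enzyme for no effect and DMSO wells lacking enzyme for full effect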
# Target sequence (Q2TB90 whole entry, looked up): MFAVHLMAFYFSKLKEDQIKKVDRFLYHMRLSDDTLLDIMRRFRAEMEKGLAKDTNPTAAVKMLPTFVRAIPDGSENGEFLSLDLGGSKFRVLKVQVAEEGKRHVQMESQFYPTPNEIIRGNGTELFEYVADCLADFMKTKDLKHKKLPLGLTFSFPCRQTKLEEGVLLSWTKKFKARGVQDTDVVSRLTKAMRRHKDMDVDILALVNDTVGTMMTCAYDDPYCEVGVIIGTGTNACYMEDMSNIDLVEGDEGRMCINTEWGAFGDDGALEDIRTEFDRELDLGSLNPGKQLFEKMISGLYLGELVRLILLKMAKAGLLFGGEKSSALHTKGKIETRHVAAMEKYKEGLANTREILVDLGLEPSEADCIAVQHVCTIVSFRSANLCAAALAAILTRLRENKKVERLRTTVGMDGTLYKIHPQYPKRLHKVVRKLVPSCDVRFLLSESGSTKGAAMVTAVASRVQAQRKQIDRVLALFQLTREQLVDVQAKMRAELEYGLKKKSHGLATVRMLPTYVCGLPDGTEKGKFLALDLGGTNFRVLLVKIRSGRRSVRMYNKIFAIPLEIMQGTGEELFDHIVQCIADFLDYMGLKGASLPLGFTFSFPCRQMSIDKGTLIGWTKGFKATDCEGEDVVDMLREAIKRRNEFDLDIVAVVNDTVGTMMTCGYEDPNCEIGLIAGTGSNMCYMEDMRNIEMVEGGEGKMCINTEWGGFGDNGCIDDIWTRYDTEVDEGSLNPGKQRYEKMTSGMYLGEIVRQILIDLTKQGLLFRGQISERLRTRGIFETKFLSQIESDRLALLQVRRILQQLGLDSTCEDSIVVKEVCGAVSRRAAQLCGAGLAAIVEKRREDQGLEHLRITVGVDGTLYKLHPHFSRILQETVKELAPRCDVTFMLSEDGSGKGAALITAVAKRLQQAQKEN
#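 Assay system: recombinant HKDC1 hexokinase; detection: coupled resazurin fluorescence, excitation 525 nm, emission 613 nm; benchmarks: DMSO-plus-enzyme-mix negative control, buffer-substituted positive control; compound dosing: single 20 µM dose; schedule: 90 min at room temperature in dark; also added: glucose plus 1 mM ATP as hexokinase substrates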
# MIN6 prolif: inducers of MIN6 beta-cell proliferation, primary screen, ATP luminescence, uHTS; MIN6 cells proliferation, ATPlite luminescence, 48 h; cells starved in 0.2% serum; 100% = growth in 10% serum; 330,000 compounds, 0.29% hits; proliferation, % at 10 µM;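 active = compounds whose signal lies at least 3.5 SD above the mean of all wells on their plate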;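 also: 0% = DMSO-treated cells in low-serum medium and 100% = 10% serum control; some compounds called inactive have numbers as strong as hits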
# UBC13 polyUb: UBC13 polyubiquitin chain formation inhibitors, primary screen, biochemical, TR-FRET, uHTS; 330,000 compounds, 0.47% hits; Ubiquitin-conjugating enzyme E2 N (Homo sapiens), P61088; inhibition, % at 20 µM; in the data active = inhibition above about 45%, passing the limit was not always enough
# Target sequence (P61088 whole entry, looked up): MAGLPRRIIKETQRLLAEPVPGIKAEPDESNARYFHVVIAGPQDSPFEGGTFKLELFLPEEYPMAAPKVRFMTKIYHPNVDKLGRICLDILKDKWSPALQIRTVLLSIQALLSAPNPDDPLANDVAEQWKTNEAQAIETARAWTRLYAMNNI
# SENP8 block-1: SENP8 protease inhibitors, primary screen, biochemical, luminescence | Sentrin-specific protease 8 (Homo sapiens), Q96LD8 | purified SENP8, Z-RLRGG-aminoluciferin cleavage | inhibition, % at 10 µM | 330,000 compounds, 1.2% hits | AID 2540, 2010; in the data active = inhibition above about 50%
# PfGluPho inh: PfG6PD enzyme inhibitors, primary screen, biochemical, fluorescence intensity, uHTS; PfGluPho enzyme, NADPH resazurin-diaphorase fluorescence; inhibition, % at 20 µM; 350,000 compounds, 0.78% hits; glucose-6-phosphate dehydrogenase-6-phosphogluconolactonase (Plasmodium falciparum 3D7);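 active = inhibition reaching at least a set limit at 20 µM in the primary screen, cut at about 59% in these data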;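 also: 0% = DMSO wells with substrate and 100% = DMSO wells lacking glucose-6-phosphate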
# SENP1 FRET inh: human SENP1 catalytic domain inhibitors, primary screen, biochemical, FRET, uHTS | Sentrin-specific protease 1 (Homo sapiens), Q9P0U3 | recombinant SENP1 catalytic domain, CyPet-SUMO1-YPet FRET cleavage | inhibition, % at 10 µM | 360,000 compounds, 0.21% hits;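 active = inhibition at least 30% at 10 µM, raw YFP signal under a set limit, fluorescence ratio 0.5 to 1.5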;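 also: 0% = enzyme with DMSO and 100% = no enzyme wells; some results filed as inactive read as strong as hits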
#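 Test system: human SENP1 catalytic domain; medium: Tris pH 8 buffer plus EDTA, NaCl, BME, BSA, NP40, catalase; incubation: 50 min reaction at room temperature; technique: FRET, CFP and YFP emission; controls: no-enzyme low control and enzyme-plus-DMSO high control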
# SENP8 block-2: human SENP8 protease inhibitors, primary screen, biochemical, fluorescence, Nedd8 protein substrate, uHTS; AID 602440, 2012; recombinant SENP8; inhibition, % at 20 µM; 360,000 compounds, 0.64% hits; Sentrin-specific protease 8 (Homo sapiens), Q96LD8; in the data active = inhibition mostly above about 40%, no sharp cut-off; inactive = mostly below about 27%
# SENP7 block: SENP7 protease inhibitors, primary screen, biochemical, luminescence, uHTS. inhibition, % at 5 µM. recombinant SENP7, Z-RLRGG-aminoluciferin luminescence, 40 min. Sentrin-specific protease 7 (Homo sapiens), Q9BQF6. AID 434973, 2010. 330,000 compounds, 1.5% hits;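 active = inhibition above about 50% at the single test dose, limit read from the data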;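 also: plate controls were DMSO with enzyme for no effect and no enzyme buffer wells for full effect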
# The depositor's hits bear a star; . = no result given.
# The first two compounds, to show the layout:
SMILES,SENP6 block,HKDC1 inh,MIN6 prolif,UBC13 polyUb,SENP8 block-1,PfGluPho inh,SENP1 FRET inh,SENP8 block-2,SENP7 block
Cc1ccc(NS(=O)(=O)c2ccc3c(c2)N(C)CCO3)cc1,-22,2,0,-4,-5,5,-1,4,1
CCCn1c(=O)n(C)c(=O)c2c(SC(C)C(=O)NCC3CCCO3)nc(CC(C)C)nc21 (stereo not given),-8,-2,-4,-2,10,-9,2,12,-2

# The list itself, previewed entries included:
SMILES,SENP6 block,HKDC1 inh,MIN6 prolif,UBC13 polyUb,SENP8 block-1,PfGluPho inh,SENP1 FRET inh,SENP8 block-2,SENP7 block
Cc1ccc(NS(=O)(=O)c2ccc3c(c2)N(C)CCO3)cc1,-22,2,0,-4,-5,5,-1,4,1
CCCn1c(=O)n(C)c(=O)c2c(SC(C)C(=O)NCC3CCCO3)nc(CC(C)C)nc21 (stereo not given),-8,-2,-4,-2,10,-9,2,12,-2
COc1cc(NC(=O)COc2ccc(F)cc2)nc(OC)n1,-16,1,0,0,-4,-5,-2,5,-6
O=C1CCC(C(=O)Nc2cccc(Oc3ccccc3)c2)=NN1,-9,-3,-2,-11,5,5,0,4,1
Cc1nc(CC(C)C)cc(C(=O)N2CCCC(Nc3ccc(C)c(C)c3)C2)n1 (stereo not given),3,5,2,-5,5,1,0,5,-5
Cc1cccc(OCC(=O)N(Cc2ccco2)c2c(N)n(Cc3ccccc3)c(=O)[nH]c2=O)c1,-14,2,-1,-12,-5,3,-8,-22,-7
c1ccc(CO/N=C(\c2ccc(C3CC3)nc2)C2CC2)cc1,-16,1,0,6,5,4,1,2,5
CS(=O)(=O)c1ccc(Cl)c(NC(=O)COC(=O)C23CC4CC(CC(C4)C2)C3)c1,5,0,4,12,6,8,0,-12,-5
Nc1n[nH]c(-c2ccc(Br)cc2)c1Cl,-10,5,-4,-3,-13,-10,-1,26,0
CC1=NN(c2ccc(C(=O)OC(C)C)cc2)C(=O)/C1=C\C=C\c1ccco1,21,-1,-6,-52,10,8,2,26,4
O=[N+]([O-])/C=C1\CCCCCN1,-14,-6,-2,-12,-2,-1,1,11,-4
C/C(=N/O)c1c(O)c(C)c(-c2ccccc2)n(-c2ccccc2)c1=O,0,-4,0,2,1,-5,-1,-2,8
CCOc1ncccc1C(=O)N(CC)CC(=O)Nc1ccc(NC(C)=O)cc1,-7,-7,-3,-4,-3,-12,0,8,-7
CCN(C(=O)Cn1cnc2c1c(=O)n(C)c(=O)n2C)C1CCCCC1,-15,-8,0,0,-15,-5,-1,7,-12
CN1CCc2c(sc(N)c2C(=O)c2ccc(Cl)cc2)C1,9,-2,0,5,-7,7,-60,-48,3
COc1ccc(C2=NN(C(=O)CSc3ncccn3)C(c3ccc(C)cc3)C2)cc1 (stereo not given),-2,10,0,-15,-9,-5,-5,-24,2
CCNC(=S)NCC,.,-3,.,.,.,9,2,1,.
N#Cc1cccc(C(c2nnnn2C2CCCC2)N2CCCCCC2)c1 (stereo not given),3,4,-1,7,6,-4,0,23,7
Cc1cccc(NC(=S)NNC(=O)c2ccc(O)cc2O)c1C,-2,-32,-3,-10,-7,-32,-2,-2,-1
C/C(=N\NC(=O)C1COc2ccccc2O1)c1ccc(Cl)s1 (stereo not given),-1,-4,-2,-15,-4,8,-3,-177,-5
O=C(OC(C(=O)NCc1ccc(F)cc1)c1ccccc1)c1ccco1 (stereo not given),-15,-1,-1,-2,-7,-14,2,5,-6
COc1ccccc1C1CC(c2ccc(NS(C)(=O)=O)cc2)=NN1C(=O)c1ccccc1 (stereo not given),-12,-4,-2,4,-2,-15,1,5,6
O=C(c1cccc(N2C(=O)c3ccccc3C2=O)c1)N1CCCC(C(F)(F)F)C1 (stereo not given),1,1,3,3,-4,1,3,-1,2
CCOC(=O)C1=C(COC(=O)/C=C/c2ccccc2Cl)NC(=O)NC1C (stereo not given),-2,-1,-4,23,-7,9,1,8,-12
COc1ccc2nc3cc([N+](=O)[O-])ccc3c(NNc3ccc([N+](=O)[O-])cc3)c2c1,.,0,.,.,.,25,-27,26,.
COc1ccccc1CCNC(=O)Cn1ccc2cc(S(=O)(=O)N3CCC(C)CC3)ccc21,-1,7,-6,-12,-5,7,2,-4,26
O=C(C1CCN(S(=O)(=O)N2CCCC2)CC1)N1CCCCC1,-12,-6,-2,-2,-10,4,2,7,-6
Cc1ccccc1NC(=S)NC(=O)C1CCCCC1,-15,-2,-6,5,-3,12,1,0,-4
CC(C)=C1C2CCC1C1C(=O)N(CCc3ccccc3)C(=O)C21 (stereo not given),-6,14,4,11,1,-3,2,4,-2
CCC(C)N(C(=O)Cn1nnc2ccccc21)C(C(=O)Nc1ccc(F)cc1)c1cccc(OC)c1 (stereo not given),0,0,-3,-4,-1,14,1,13,1
O=C(c1cccc([N+](=O)[O-])c1)N1CCCC(C(=O)N2CCCCCC2)C1 (stereo not given),-6,-3,-2,-4,2,-4,1,27,-6
FC(F)Oc1ccc(NC(=S)NCc2nc3ccccc3[nH]2)cc1,-6,-5,1,13,-8,14,-22,-18,-2
CC1(C)CC(=O)C(C=Nc2ccc(C(=O)c3ccccc3)cc2N=CC2=C(O)CC(C)(C)CC2=O)=C(O)C1,6,-18,-4,-8,0,5,-27,-241,2
COc1ccc(S(=O)(=O)N2CCCCCC2)cc1NC(=O)c1ccccc1F,3,5,-4,18,-5,-5,-3,12,6
CCN(c1ccc(NC(=O)COC(=O)/C=C/c2ccco2)cc1)C(C)C,6,-2,-4,3,-2,4,3,6,5
CCCCNC(=O)N1CCN(c2ccccc2OC)CC1,14,-3,-2,-18,-6,-15,1,3,-6
CC(C)C(NC(=O)c1cccs1)C(=O)NC1CCCCC1 (stereo not given),-7,-9,-2,-6,1,5,-1,1,11
CCCn1c(SCC(=O)N2CCN(c3ccccc3)CC2)nc2ccccc2c1=O,9,-1,-2,1,2,10,-2,6,11
OCCCCNCc1cc(Br)ccc1OCc1ccccc1,-13,-14,-4,-3,-9,6,1,18,3
COc1ccccc1NC(=O)COC(=O)c1ccccc1SCC(=O)N1CCCC1,-7,-8,0,18,-16,-10,-2,-18,-6
COc1ccc(Cc2nc3ccc(S(N)(=O)=O)cc3[nH]2)cc1OC,-7,-1,-1,-6,-8,9,.,.,-11
Cc1c(C)c2ccc(OCc3ccc(C(=O)O)o3)c(C)c2oc1=O,77*,3,2,10,65*,-24,-2,-299,50*
COc1ccc(C(=O)NC2=NCCS2)cc1,7,1,-3,-2,1,4,2,8,-2
CCN1C(=O)N/C(=C/c2cc(C)n(Cc3ccccc3)c2C)C1=O,-18,-2,-4,-14,-3,-1,-26,-258,-5
Cn1c(=O)[nH]c(=O)c2c1nc(NCc1ccccc1)n2CCCc1ccccc1,-2,-6,3,1,-1,5,2,17,-7
CC(=O)n1nc(-c2cccnc2)nc1NCc1cccs1,3,-7,1,1,6,10,6,29,11
Cc1ccc(NS(=O)(=O)c2cc(C(=O)Nc3cccc(N(C)S(C)(=O)=O)c3)ccc2C)c(C)c1,8,0,-2,-1,-2,-5,2,8,5
N#CC1=C(N)Oc2n[nH]c(-c3cccs3)c2C1c1ccsc1 (stereo not given),24,8,-1,-47,18,-11,-29,-5,26
O=c1cc(Cc2ccccc2)[nH]c(=S)[nH]1,-7,-10,0,6,-1,4,1,7,4
O=C(c1cc(Cl)nc2ccccc12)N1CCN(S(=O)(=O)c2cccc(C(F)(F)F)c2)CC1,-4,-2,0,0,-13,-2,-2,-51,4
CCC(=O)NC1(C(F)(F)F)C(=O)Nc2c1c(=O)[nH]c(=O)n2Cc1ccco1 (stereo not given),-14,1,-3,6,4,3,0,28,-2
COc1ccc(NC(=O)c2sc3nc(-c4cccnc4)ccc3c2N)cc1,5,2,-5,-6,7,14,-34,-104,-6
Cc1cccc(NC(=O)COC(=O)c2ccccc2SCC(=O)N2CCCC2)c1,-10,3,2,11,4,2,0,-23,1
COc1ccc(OC)c(-c2nc(CN3CCCCC3c3cccnc3)c(C)o2)c1 (stereo not given),-12,-4,6,5,-5,5,-15,-146,-5
O=C(CC1C(=O)NCCN1Cc1ccccc1C(F)(F)F)NC1CCCC1 (stereo not given),-4,-5,0,1,3,16,-13,-58,1
O=C(O)c1cc(NS(=O)(=O)c2ccc(NCc3ccccc3)c([N+](=O)[O-])c2)cc(C(=O)O)c1,10,-2,-2,-13,7,-9,2,20,0
CCn1c(COc2ccc3c(c2)OCO3)nnc1SCC(=O)O,0,-4,0,-2,-1,-10,3,11,0
CCOc1ccc2nc(NC(=O)CSc3nnnn3C3CCCCC3)sc2c1,-45,-4,-4,-4,-8,-4,0,7,-3
CN(C)C(=O)c1cc(C(=O)c2ccc(F)cc2C(F)(F)F)c[nH]1,-25,-1,-2,-2,-9,-2,2,13,-7
O=C1c2ccc(Oc3cccc([N+](=O)[O-])c3)cc2C(=O)N1c1ccccn1,-9,-5,-2,6,-7,22,3,7,15
# Continuation:
SMILES,SENP6 block,HKDC1 inh,MIN6 prolif,UBC13 polyUb,SENP8 block-1,PfGluPho inh,SENP1 FRET inh,SENP8 block-2,SENP7 block
CCOC(=O)C1(CC2CCCCO2)CCN(C(=O)Nc2ccc(C(=O)OC)cc2)CC1 (stereo not given),-27,-2,2,5,-6,-13,1,11,0
Nn1c(Cc2cccc3ccccc23)nnc1SCc1c(Cl)cccc1Cl,-4,1,-3,-10,0,11,5,19,0
CCOC(=O)N1CCN(Cc2ccccc2F)CC1,-6,-6,-2,-13,-8,5,3,15,-2
Cc1ccccc1-n1nc(C)c2c(C(=O)NN)cc(-c3ccncc3)nc21,-9,-3,-2,-14,0,-19,2,-89,-6
Cc1cc(C)c(S(=O)(=O)N2CCC(C(N)=O)CC2)cc1C,-10,11,-2,2,-1,-24,1,11,-9
COc1cccc(-c2csc(N3CCN(C(=O)Nc4ccc(Cl)cc4)CC3)n2)c1,-13,0,-6,9,-1,10,-2,-9,3
Cc1cccc(NS(=O)(=O)c2ccc3oc(=O)ccc3c2)c1C,-4,-5,1,1,-13,-1,1,12,11
CN(C)CCCN(C(=O)c1cc2cc([N+](=O)[O-])ccc2s1)c1nc2cc3c(cc2s1)OCCO3,-10,3,-7,73*,7,26,3,15,-7
CC(=O)Nc1ccc(S(=O)(=O)O)c(OC(C)=O)c1,.,-2,.,.,.,-5,1,-6,.

# 2 entries from above, reformatted:
CC(=O)Nc1ccc(S(=O)(=O)O)c(OC(C)=O)c1
  SENP6 block: . | HKDC1 inh: -2 | MIN6 prolif: . | UBC13 polyUb: . | SENP8 block-1: . | PfGluPho inh: -5 | SENP1 FRET inh: 1 | SENP8 block-2: -6 | SENP7 block: .

CCOC(=O)C1(CC2CCCCO2)CCN(C(=O)Nc2ccc(C(=O)OC)cc2)CC1 (stereo not given)
  SENP6 block: -27 | HKDC1 inh: -2 | MIN6 prolif: 2 | UBC13 polyUb: 5 | SENP8 block-1: -6 | PfGluPho inh: -13 | SENP1 FRET inh: 1 | SENP8 block-2: 11 | SENP7 block: 0

# Compound activity: PubChem, Sanford-Burnham Center for Chemical Genomics
